# HTT ATP protect – protects HTT-Q103 PC12 cells, measured by ATP. PC12 HTT-Q103 induced, cytoprotection, ATP luminescence, 40 h. Potency, µM (top dose mostly 56.4 µM), for the others: cytoprotection (ATP increase), actives largely listed as activators. actives 0.14% (n = 230,000). AID 1471;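 further: % of control where 0% means no effect; nearly all actives have a fitted effect of over 45% in size; toxic huntingtin expression switched on by the ecdysone agonist tebufenozide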
#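 Rat PC12, Q103 Htt exon1-GFP fusion, ecdysone promoter; tebufenozide inducer 100 nM final; compound titration; qHTS, 1500 cells/well; ATPlite luminescent read.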
# Tau fluor cs – counter-screen for tau fibril formation inhibitors; tau K18 P301L Alexa594 fluorescence, heparin fibrillization; Potency, µM (series often up to 57.7 µM), without a hit: top-dose activity change, negative = decrease; actives 0.93% (n = 280,000); AID 1463; further: on the % scale 0 is the no-effect control and ±100 the full control effect; nearly all actives have a fitted effect of over 55% in size
#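 Human K18 P301L tau (15 uM unlabeled plus 0.24 uM Alexa 594-labeled, final) in 100 mM sodium acetate pH 7 was mixed with compound and 20 uM heparin and incubated 6 hr at 37 C.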
# L3MBTL1 inh – L3MBTL1 (human) inhibition; Q9Y468; AlphaScreen L3MBTL1–H3K9me1 peptide binding; Potency, µM (highest dose often 57.1 µM), inactives show at the top dose activity, negative = inhibition, actives largely listed as inhibitors; actives 0.66% (n = 230,000); further: on the % scale 0 is the no-effect control and ±100 the full control effect; nearly all actives have a fitted effect of over 60% in size
#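 AlphaScreen proximity signal between nickel-chelate acceptor and streptavidin donor beads (final 10 ug/mL) reports binding of 50 nM L3MBTL1 to 75 nM biotin-H3 K9me1 peptide; complex incubated with compounds 30 min at room temperature; cefsulodin titration as control.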
# Tau ThT inhib – inhibitors of human tau fibril formation, thioflavin T binding. actives 2.1% (n = 270,000). AID 1460. Potency, µM (series often up to 57.4 µM), for the others: at the highest dose activity, negative = inhibition, usual class: inhibitors. P10636. recombinant tau K18 P301L (four-repeat tau fragment), heparin-induced fibrillization, ThT fluorescence; further: on the % scale 0 is the no-effect control and ±100 the full control effect; nearly all actives have a fitted effect of over 55% in size
#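 Recombinant human tau K18 fragment […] carrying P301L, 15 uM unlabeled plus 0.24 uM Alexa 594-labeled, was fibrillized with 20 uM heparin in 100 mM sodium acetate pH 7 for 6 hr at 37 C; 30 uM ThT fluorescence read after 1 hr.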
# RECQ1 inh – RECQ1 (human) helicase inhibition; RECQ1 DNA unwinding, red fluorescence kinetic read; Potency, µM (titrated, usually from 57.3 µM), for inactives: at the top dose activity, negative = inhibition, most hits filed as inhibitors; P46063; actives 0.54% (n = 240,000);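 further: plate controls were vehicle for no effect and no enzyme for full effect; nearly all actives have a fitted effect of over 30% in size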
# Target sequence (P46063 whole entry, looked up): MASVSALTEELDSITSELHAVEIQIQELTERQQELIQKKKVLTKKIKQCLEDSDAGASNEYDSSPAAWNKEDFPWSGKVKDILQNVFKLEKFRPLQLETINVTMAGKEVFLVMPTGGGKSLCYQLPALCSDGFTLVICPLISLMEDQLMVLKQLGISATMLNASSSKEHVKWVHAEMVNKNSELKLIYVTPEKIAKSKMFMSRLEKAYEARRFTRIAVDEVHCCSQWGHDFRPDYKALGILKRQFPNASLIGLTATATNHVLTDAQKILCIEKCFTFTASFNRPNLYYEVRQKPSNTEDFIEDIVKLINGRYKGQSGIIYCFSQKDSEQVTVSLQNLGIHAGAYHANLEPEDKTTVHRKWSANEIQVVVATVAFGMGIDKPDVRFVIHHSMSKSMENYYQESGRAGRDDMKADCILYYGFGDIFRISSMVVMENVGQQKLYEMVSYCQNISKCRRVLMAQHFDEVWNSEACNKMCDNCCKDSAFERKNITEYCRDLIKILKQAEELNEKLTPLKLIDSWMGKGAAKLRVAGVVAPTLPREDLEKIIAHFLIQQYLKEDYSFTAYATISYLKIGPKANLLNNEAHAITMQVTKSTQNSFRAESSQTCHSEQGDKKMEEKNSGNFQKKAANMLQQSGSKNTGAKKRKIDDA
#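 RECQ1T1 50 nM; forked duplex (20 bp + 30-nt ss tails) 200 nM, ATP 2 mM final; pH 8.0, 2 mM MgCl2, 2.5 ug/ml poly(dI-dC); 15 min compound preincubation; discontinuous kinetic read over 2 h at RT.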
# Tau fibril FP – blocks human tau fibril formation measured by polarization; P10636; K18 P301L tau heparin fibrillization, Alexa594 FP, 6 h; Potency, µM (series often up to 57.7 µM), for inactives: at the highest dose activity, negative = inhibition, most hits filed as inhibitors; actives 0.39% (n = 280,000); further: on the % scale 0 is the no-effect control and ±100 the full control effect; nearly all actives have a fitted effect of over 55% in size
#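 Human K18 P301L fragment (15 uM unlabeled plus 0.24 uM Alexa 594-labeled) in 100 mM sodium acetate pH 7 with compound, aggregation induced by 20 uM heparin for 6 hr at 37 C. ThT (30 uM) added for 1 hr, then Alexa 594 FP read.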
# TexasRed fluor – Texas Red fluorescence interference in TRb-SRC2 counter-screen; TRb/SRC2 Texas Red total fluorescence interference; Potency, µM (titrated, usually from 106 µM), for the others: top-dose fluorescence change, negative = quenching; actives 0.29% (n = 280,000); AID 1479; active means well fitted curve in either direction with a large enough effect; inconclusive means small, poorly fitted or top-dose-only effect; further: on the % scale 0 is the no-effect control and ±100 the full control effect
#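 Human TRβ ligand-binding domain (0.6 uM) and Texas Red SRC2 peptide (20 nM) in Tris buffer with 1 uM T3 and 5% DMSO were incubated with pinned compound for 5 hr at ambient temperature. Total fluorescence was computed as S + 2P (555/632 nm).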
# TRb SRC2 PPI – inhibitors of human thyroid hormone receptor beta-SRC2 interaction; TRbeta-SRC2 peptide binding, fluorescence polarization; receptor liganded with 1 µM T3; Potency, µM (highest dose often 106 µM), inactives show top-dose activity change, negative = inhibition, hits mostly inhibitors; actives 0.065% (n = 280,000); AID 1469; P10828;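 further: plate controls were bound peptide for no effect and peptide without receptor for full effect; nearly all actives have a fitted effect of over 50% in size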
# Target sequence (P10828 whole entry, looked up): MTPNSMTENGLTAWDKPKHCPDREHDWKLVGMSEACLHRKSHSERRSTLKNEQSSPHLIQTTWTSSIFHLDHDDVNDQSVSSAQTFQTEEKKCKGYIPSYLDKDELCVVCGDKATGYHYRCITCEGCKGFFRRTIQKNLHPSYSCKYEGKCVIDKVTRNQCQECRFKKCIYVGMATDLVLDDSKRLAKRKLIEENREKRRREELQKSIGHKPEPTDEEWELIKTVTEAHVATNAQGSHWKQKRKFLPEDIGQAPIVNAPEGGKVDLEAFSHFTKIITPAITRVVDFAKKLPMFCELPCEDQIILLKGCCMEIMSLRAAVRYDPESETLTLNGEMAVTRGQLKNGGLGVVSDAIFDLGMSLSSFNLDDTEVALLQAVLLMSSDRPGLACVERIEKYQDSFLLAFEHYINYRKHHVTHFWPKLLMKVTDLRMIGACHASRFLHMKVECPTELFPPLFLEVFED
#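 TRb LBD 0.6 uM + Texas Red SRC2 peptide 20 nM, 1 uM T3, Tris buffer w/ 5% DMSO; compound pinned, 5 h RT; FP read ex 555/em 632; normalized to unbound and bound controls.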
# * marks the source's active call; other numbers are inactive results; i = inactive; u = inconclusive; x = not tested or not shown; & = joins results of further samples; [ ] = dose if it differs, or a comment. Unless noted, the call rests on the fitted dose curve; in most records, active means well fitted curve in the direction sought with a large enough effect; inconclusive means small, poorly fitted or top-dose-only effect, or another doubt; inactive means no such curve, though single readings can be large; an effect the other way counts as inactive or inconclusive. Potency means the concentration at half of the fitted maximal effect.
# Order of results: HTT ATP protect | Tau fluor cs | L3MBTL1 inh | Tau ThT inhib | RECQ1 inh | Tau fibril FP | TexasRed fluor | TRb SRC2 PPI
[1] COc1ccc(-c2nc3ccccc3s2)cc1NC(=O)COc1cccc(C)c1
  x | u | x | u | x | u | -6% | -5%
[2] CCOc1ccc(S(=O)(=O)N2CCN(c3cccc(C(F)(F)F)c3)CC2)cc1OCC
  x | -29% | x | -7% | x | -15% | -2% | 7%
[3] O=C(CSC1=Nc2ccccc2C2=NC(Cc3ccccc3)C(=O)N12)Nc1ccccc1F (configuration not stated)
  x | -4% | x | -6% | x | 1% | -2% | -7%
[4] CCN(CC)c1ccc(/C=N/Nc2nc(C)cc(=O)[nH]2)cc1
  -20% | -22% | -4% | u | i | 8% | -3% | -15%
[5] O=C(COc1ccc(-c2ccccc2)cc1)N/N=C/c1ccccc1Br
  -82%[inhibitor] | -6% | -7% | u | -10% | u | 2% | 7%
[6] CCCn1cc(SCC(=O)NCc2ccco2)c2ccccc21
  4%[10 µM] | -12% | -10% | -18% | i | -6% | -2% | 1%
[7] COc1ccc(NC(=O)c2cccs2)cn1
  -16%[10 µM] | -20% | 2% | -13% | -2% | -9% | 1% | -4%
[8] COC(=O)c1cn(C(=O)c2ccccc2Cl)c2ccccc12
  x | -20% | 17% | -8% | i | u | 0% | 2%
[9] COC(=O)C1SCC2C(=O)N(Cc3ccc(Cl)cc3)CC(=O)N21 (configuration not stated)
  u | -6% | x | -1% | -8% | 8% | -4% | -1%
[10] C(=N\Nc1nc(N2CCOCC2)nc(N2CCOCC2)n1)/c1ccco1
  -7%[10 µM] | 0% | -19% | -5% | i | 5% | -1% | 7%
[11] COc1cc(NC(=S)NC2CC(C)(C)NC(C)(C)C2)cc(OC)c1
  15%[10 µM] | 3% | -3% | -3% | i | 5% | 1% | -12%
[12] NC(=O)c1c(NC(=O)CSc2nc(N)cc(=O)[nH]2)sc2c1CCCC2
  2%[10 µM] | -18% | -6% | -19% | -10% | 1% | -2% | 7%
[13] CCOC(=O)CSc1nc2cc(C(=O)NCc3ccco3)ccc2c(=O)n1C1CCCCC1
  5%[1.9 µM] | -5% | -6% | 3% | -12% | 0% | -3% | -5%
[14] CCOC(=O)c1cn(-c2ccccc2)nc1-c1cccnc1
  18%[10 µM] | -13% | 25%[11.4 µM] | -18% | 3% | 4% | -2% | 0%
[15] COCCn1c(=O)c2c(nc3n2CCN3c2ccc(C)cc2)n(C)c1=O
  -18%[0.074 µM] | -11% | -5% | -14% | i | 1% | -2% | 8%
[16] COC(=O)c1cc(=O)n(Cc2ccccc2)c(=NCc2ccccc2)s1
  11% | -8% | x | -4% | -12% | -7% | -1% | 5%
[17] CCN(CC)C(=O)C1CCN(c2ncnc3c2cnn3-c2ccc(C)cc2C)CC1
  -19% | -8% | -6% | -10% | 19% | 8% | -3% | -1%
[18] COc1ccc(Cl)cc1Nc1nc(C)cc(=O)[nH]1
  12% | -7% | 5% | -7% | -10% | -4% | -6% | 5%
[19] CCOCCCNC(=O)CN1C(=O)CCn2nc(-c3cccn3C)cc21
  x | 8% | x | 11% | x | 8% | -4% | 6%
[20] CCOC(=O)N1CCN(C(=O)c2ccc3c(=O)n(-c4cc(OC)ccc4OC)c(=S)[nH]c3c2)CC1
  u | 0% | -25% | -1% | -6% | -1% | 0% | 1%
[21] O=S(=O)(c1ccc(Cl)cc1)N1CCN(c2ccc(N3CCOCC3)nn2)CC1
  -13% | 2% | 2% | 2% | -4% | -5% | -4% | 0%
[22] Cc1ccc(C(=O)Nc2nc3ccc(S(=O)(=O)N4CCCC4)cc3s2)cc1
  x | -6% | x | 1% | x | -10% | -2% | 3%
[23] COc1ccc(C2C(C(=O)NCCN(C)C)c3cc(OC)c(OC)cc3C(=O)N2C)cc1OC (configuration not stated)
  u | 2% | -12% | -5% | -21% | 4% | 1% | -5%
[24] Cc1ccc(NC(=O)COC(=O)c2ccccc2-c2nc3ccccc3s2)c(C)c1
  x | -22% | 3% | -11% | -9% | -8% | -1% | 3%
[25] COc1ccc(Nc2ncccc2C(=O)O)cc1
  -81%[inhibitor][10 µM] | 3% | x | 7% | -2% | 2% | -1% | 7%
[26] O=C(Cc1ccccc1)NC(NC(=S)Nc1cc(Cl)ccc1Cl)C(Cl)(Cl)Cl (configuration not stated)
  -17% | -21% | 3% | 7% | i | u | 0% | -10%
[27] CCOC(=O)CN1C(=O)C(O)(CC(=O)c2cc(OC)ccc2OC)c2ccccc21 (configuration not stated)
  x | -4% | x | 3% | x | -16% | -2% | 0%
[28] COc1ccc(Nc2cc(C(=O)NCCCN(C)Cc3ccccc3)c3ccccc3n2)cc1OC
  x | 28µM*[quencher] | x | u | x | u | -3% | 1%
[29] Cc1cc(=O)[nH]c2c1c(C)nn2C(C)(C)C
  0%[10 µM] | -4% | -3% | -9% | -8% | 5% | -3% | -4%
[30] Cc1ccc(-n2c(C)cc(/C=N/NC(N)=S)c2C)cc1
  45%[10 µM] | -26% | -17% | u | -1% | -8% | -4% | 5%
[31] CCCOc1ncnc2c1[nH]c1ccc(OC)cc12
  0%[10 µM] | -8% | 12% | -14% | i | -3% | -4% | 1%
[32] O=C(CN1CCOCC1)Nc1cccc(C(=O)Nc2cccc(C(F)(F)F)c2)c1
  29%[10 µM] | -4% | 5% | -3% | -8% | 5% | 1% | -8%
[33] NC(=O)COC(=O)CN1C(=O)C2CCCCC2C1=O (configuration not stated)
  14%[10 µM] | -10% | 2% | -3% | -15% | -15% | -4% | 8%
[34] CCCOC(=O)Nc1ccc(S(=O)(=O)Nc2ncccn2)cc1
  -3%[10 µM] | -2% | x | -2% | i | -4% | -2% | -1%
[35] O=C(O)/C=C/C(=O)NCCC1=CCCCC1
  4% | -5% | x | -8% | i | 3% | 1% | 7%
[36] CC(=O)Oc1ccc2c(c1)O/C(=C\c1ccncc1)C2=O
  45%[10 µM] | -11% | 8% | -17% | u | -11% | -7% | 1%
[37] CCC1CCCCN1CCCNC(=O)c1cc2c(Cl)nc3ccccc3c2s1 (configuration not stated)
  -40%[inhibitor] | -18%&-18% | x | -5%&4% | 17% | -3%&-5% | -1%&-3% | -9%&1%
[38] CCOC(=O)c1c(NC(=O)c2cc(-c3ccc(Cl)cc3)on2)sc2c1CCCC2
  x | -2% | x | u | x | -4% | -2% | -4%
[39] CSc1ccc(CNC(=O)c2ccc3c(c2)N(C)C(=O)C2CCCCN32)cc1 (configuration not stated)
  x | u | x | u | x | 9% | -3% | -8%
[40] Cc1nnc(NC(=O)c2ccc(S(=O)(=O)N3CCCCCC3)cc2)o1
  -7% | -3% | 4% | -6% | -3% | 0% | -1% | -5%
[41] COc1cc(C(=O)NC2CC(=O)N(c3cccc(F)c3)C2)cc(OC)c1OC (configuration not stated)
  x | -5% | x | -2% | x | -6% | 1% | -1%
[42] CC(C)n1c(O)c(N=NC(=O)c2ccccc2NS(=O)(=O)c2cccs2)c2ccccc21
  8%[10 µM] | -17% | 1% | u | -13% | 0% | -7% | -2%
[43] Cc1ccc(S(=O)(=O)NCCCCCC(=O)Nc2nccs2)cc1
  -3% | -7% | -5% | -2% | -4% | -2% | -2% | -3%
[44] OC1(c2ccc(F)cc2)CCN(Cc2ccccc2)C1 (configuration not stated)
  23%[10 µM] | 1% | 5% | 0% | i | -7% | 1% | 4%
[45] CC(C)NC(=O)c1ccccc1NC(=O)CS(=O)(=O)Cc1ccccc1
  3% | -6% | x | -3% | i | 1% | 1% | -3%
[46] COc1ccc(CCC(=O)NC2CC(=O)N(c3ccccc3)C2)cc1 (configuration not stated)
  x | -5% | x | -10% | x | -1% | 0% | 4%
[47] CCOc1ccc(NC(=O)CC2C(=O)N(c3ccccc3)C(=S)N2Cc2ccccn2)cc1 (configuration not stated)
  -12% | -20% | -7% | 5% | 0% | -9% | 0% | 4%
[48] Cc1ccc(O)c(C(=O)c2cc(C(=O)NCCc3ccccc3)c(=O)n(CCc3ccccc3)c2)c1
  -26%[10 µM] | -15% | -21% | -12% | -12% | 10% | 3% | -2%

# Sorted by formula weight (highest first): nine of the compounds above
# Order of results: HTT ATP protect | Tau fluor cs | L3MBTL1 inh | Tau ThT inhib | RECQ1 inh | Tau fibril FP | TexasRed fluor | TRb SRC2 PPI
[48] Cc1ccc(O)c(C(=O)c2cc(C(=O)NCCc3ccccc3)c(=O)n(CCc3ccccc3)c2)c1
  -26%[10 µM] | -15% | -21% | -12% | -12% | 10% | 3% | -2%
[47] CCOc1ccc(NC(=O)CC2C(=O)N(c3ccccc3)C(=S)N2Cc2ccccn2)cc1 (configuration not stated)
  -12% | -20% | -7% | 5% | 0% | -9% | 0% | 4%
[37] CCC1CCCCN1CCCNC(=O)c1cc2c(Cl)nc3ccccc3c2s1 (configuration not stated)
  -40%[inhibitor] | -18%&-18% | x | -5%&4% | 17% | -3%&-5% | -1%&-3% | -9%&1%
[45] CC(C)NC(=O)c1ccccc1NC(=O)CS(=O)(=O)Cc1ccccc1
  3% | -6% | x | -3% | i | 1% | 1% | -3%
[46] COc1ccc(CCC(=O)NC2CC(=O)N(c3ccccc3)C2)cc1 (configuration not stated)
  x | -5% | x | -10% | x | -1% | 0% | 4%
[36] CC(=O)Oc1ccc2c(c1)O/C(=C\c1ccncc1)C2=O
  45%[10 µM] | -11% | 8% | -17% | u | -11% | -7% | 1%
[33] NC(=O)COC(=O)CN1C(=O)C2CCCCC2C1=O (configuration not stated)
  14%[10 µM] | -10% | 2% | -3% | -15% | -15% | -4% | 8%
[31] CCCOc1ncnc2c1[nH]c1ccc(OC)cc12
  0%[10 µM] | -8% | 12% | -14% | i | -3% | -4% | 1%
[35] O=C(O)/C=C/C(=O)NCCC1=CCCCC1
  4% | -5% | x | -8% | i | 3% | 1% | 7%

# High-throughput results: PubChem, National Center for Advancing Translational Sciences (NCATS)

# These rows are one share of the data; count on the stated rates, not on these rows.
